# CD40 NFkB inh – CD40 pathway inhibition in BL2 cells | BL2 NF-kB luciferase reporter, CD40L-induced, 4 h | inhibition, % at 10 µM | 0.94% of 83,000 active | AID 1053188;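 active means mean inhibition of at least 50% with a set share of replicates also reaching that level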;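 further: 0% = neutral control wells and 100% = IKK inhibitor VII at 50 µM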
# * hit, by the source's call; & = joins results of further samples; ! = a repeat was not active; [ ] = dose if it differs, or a comment. Not all compounds are listed, so the mix of outcomes need not match the whole.
SMILES,CD40 NFkB inh
Cc1cccc(C(=O)Nc2ccc3c(c2)C(=O)N(CC(C)C)C3=O)c1,-55
O=C(NCc1ccco1)c1cc2c(s1)CCCCC2,-86
COc1ccc(S(=O)(=O)N(C)C[C@H]2Oc3ccc(NC(=O)Nc4ccc(C(F)(F)F)cc4)cc3C(=O)N([C@H](C)CO)C[C@H]2C)cc1,66*[25 µM]
C=C(C)CSCc1nc2ccccc2[nH]1,-46
CSCCC(NC(=O)c1cc(S(=O)(=O)N2CCOCC2)ccc1F)c1nc2ccccc2[nH]1 (configuration not stated),5
O=C(Nc1nccs1)c1cccc(NC(=O)c2ccco2)c1,-2
O=C1Nc2ccc(S(=O)(=O)N3CCCC3)c3cccc1c23,21
Cc1c2c(nc3nnnn13)CCCC2,13
CC(=O)c1ccc(OCC(=O)Nc2ccc3c(c2)CCC3)cc1,-1
Cc1ccc2cc(CN(CCN(C)C)C(=O)Nc3ccc(Cl)cc3)c(=O)[nH]c2c1,-19
CC(C)CN(C(=O)COC(=O)CSc1ccc([N+](=O)[O-])cc1)C1CCS(=O)(=O)C1 (configuration not stated),-1
O=C(O)c1cc(S(=O)(=O)N2CCN(S(=O)(=O)c3ccc4ccccc4c3)CC2)ccc1Br,6
O=C(COc1ccc(F)cc1Br)NCc1nnc2ccccn12,-4
COC(=O)c1sccc1NC(=O)Nc1ccccc1F,-42
O=C(CCc1ccccc1)N1CCN(c2ccccn2)CC1,-7
C[C@H]1CN([C@@H](C)CO)C(=O)c2c(c3ccccc3n2C)-c2ccccc2CO[C@@H]1CN(C)S(=O)(=O)c1ccc(C(F)(F)F)cc1,5
COC(=O)c1c(NC(=O)C2=COCCO2)sc(C)c1C,-22
CN1C(=O)c2cc(NC(=O)C3CCC3)ccc2OC[C@@H]2O[C@@H](CC(=O)NCCc3ccncc3)CC[C@@H]21,-4
O=C(COC(=O)CNC(=O)c1ccccc1)NCCc1ccccc1,8
CCN(CCS(=O)(=O)c1ccc(Br)cc1)Cc1nc2ccccc2c(=O)[nH]1,3
Cc1cc(N)c(C)c([N+](=O)[O-])c1C,7
CS(=O)(=O)N(CCc1ccccc1)CC(=O)NCc1ccccn1,8
N#CC(C(=O)c1ccc(S(=O)(=O)N2CCCCCC2)cc1)c1nc2ccccc2[nH]1 (configuration not stated),-18
COc1ccc(S(=O)(=O)N2CCN(C(=O)c3cc4c(s3)CCC4)CC2)cc1,0
Cc1ccc(-c2cc(C(=O)O)n[nH]2)s1,9
CCCNC(=O)[C@H]1[C@H](CO)[C@H]2Cn3c(ccc(-c4cncnc4)c3=O)[C@H]2N1C(=O)c1ccccc1F,0[25 µM]
O=C(NCC1CCS(=O)(=O)C1)Oc1ccccc1 (configuration not stated),1
CN1C(=O)c2cc(NS(=O)(=O)c3ccccc3F)ccc2OC[C@H]2O[C@H](CC(=O)NC3Cc4ccccc4C3)CC[C@H]21,5[25 µM]
CCCNC(=O)Cn1nc(C(F)(F)F)c2c1CCCC2,7
COc1ccc(NC(=O)COC(=O)CCC2CCCC2)c(OC)c1,7
O=C1c2cccc3cccc(c23)C(=O)N1c1ccncc1,-5
Cc1ccc(C(=O)Nc2ncccc2O)o1,-27
Cc1cccc(-c2ccc([C@H]3[C@H](CO)N4CCCCN(CCC(F)(F)F)C[C@@H]34)cc2)c1,-1[25 µM]
Cc1ncoc1C(=O)Nc1ccccc1-c1ccccc1,5
CC(=O)c1sc(NC(=O)c2ccc(F)c(F)c2)nc1C,-49
O=C(Nc1ccc2c(c1)OCO2)c1cccc2c1C(=O)N(Cc1cccnc1)C2,-8
Nc1cc([N+](=O)[O-])ccc1OCc1ccccc1,-41
CO[C@@H]1CN(C)C(=O)c2ccc(NC(=O)C3CCC3)cc2OC[C@H](C)N(Cc2cccnc2)C[C@@H]1C,0
Cc1noc(C)c1NC(=O)N(C)C[C@@H]1OCc2cn(nn2)CCCC(=O)N([C@@H](C)CO)C[C@@H]1C,0[25 µM]
O=C(COc1cc(F)ccc1[N+](=O)[O-])Nc1cc(S(=O)(=O)N2CCCC2)ccc1Cl,-15
Cc1ccc(C)c(OCC(=O)N(Cc2nnc(-c3ccccc3Cl)o2)C2CC2)c1,19
O=C(C[C@@H]1C=C[C@H](NC(=O)C2CC2)[C@H](CO)O1)NC1CCC1,1
N=c1n(CCN2CCOCC2)c2ccccc2n1CC(O)COc1ccccc1 (configuration not stated),8
COc1ccc(C(=O)NNC(=O)Cc2nc3ccccc3n2C)cc1,7
Cc1ccc(CCNC(=O)C2CCCN(c3nc4ccccc4o3)C2)cc1 (configuration not stated),5
C[C@@H]1CN([C@@H](C)CO)C(=O)c2cc(-c3cncnc3)cnc2O[C@H]1CN(C)Cc1ccncc1,-14[25 µM]
O=C(COc1ccc2ccccc2c1)N1CCCC1,-48
O=C(NCCS(=O)(=O)N1CCN(c2ccccc2)CC1)C1CCCCC1,6
O=C(COC(=O)C1CCN(c2ccc(C(F)(F)F)cn2)CC1)Nc1ncc(Cl)cc1Cl,8
CCCC/C(O)=C1\C(=O)CC(C)(C)CC1=NCCCCCC(=O)O,7
C/C(=N\NC(=O)c1nnn(-c2nonc2N)c1CN(C)c1ccccc1)c1cccnc1,8
CCOC(=O)C1(Cc2ccc(Cl)cc2)CCN(Cc2nccn2CC)CC1,5
COc1cc(NS(=O)(=O)c2ccc(NC(=O)/C=C/c3ccc([N+](=O)[O-])cc3)cc2)ncn1,-4
COc1cccc(C(=O)c2c[nH]c(C(=O)NCCCN(C)C)c2)c1,1
NC(=O)c1nsc(C(=O)N(c2ccc(Cl)cc2)C(C(=O)NCC2CCCO2)c2cccs2)c1N (configuration not stated),5
CC(=O)N1[C@@H]2c3ccc(-c4ccc(F)cc4)c(=O)n3C[C@@H]2[C@@H](CO)[C@@H]1C(=O)NC1CCC1,9[25 µM]
CCOC(=O)C1=C(c2ccccc2)NC(SCC(=O)Nc2ccc(C)cc2)=C(C#N)C1c1ccco1 (configuration not stated),-1
Cc1ccc(/C=C2/NC(=O)N(Cc3ccccc3)C2=O)s1,-35
Cc1nn(-c2ccccc2)c2sc(C(=O)NC3CCCc4ccccc43)cc12 (configuration not stated),14
CC(=O)OCc1c(C(F)(F)F)nn(C)c1SCc1ccc(Cl)cc1,7

# Following part.
SMILES,CD40 NFkB inh
COC(=O)c1ccc(CNC(=O)COC(=O)CCC(=O)c2ccc(F)cc2)cc1,13
COc1cccc(C(=O)NCc2ccc3[nH]c(C)cc3c2)c1,-24
C=C(C)CSc1nnc2[nH]c(=O)cc(N)n12,-4
Cc1ccc2c(Cl)cc(Cl)c(OCC(=O)NCCc3ccccn3)c2n1,11
CN(C(=O)COC(=O)c1ccc(CN2CCCC2=O)cc1)c1ccccc1,4
CC1(C)Cc2c(sc3[nH]c(=S)n(Cc4ccco4)c(=O)c23)CO1,-15
Cc1cccc(N(C)C(=S)Oc2ccc3ccccc3c2)c1,-39&-43
N#C[C@@H]1[C@@H](c2ccc(C3=CCCCC3)cc2)[C@@H](CO)N1S(=O)(=O)c1ccccc1,3[25 µM]
Cc1cc(NS(=O)(=O)c2ccc(NC(=O)Nc3ccc4c(c3)OCO4)cc2)no1,-50
CN1CCN(c2ccccc2NC(=O)c2cccc(OCc3ccccc3)c2)CC1,7
c1ccc(-c2ccc3nnnn3n2)cc1,3
CN(C)c1ccc(C(CN)c2c[nH]c3ccccc23)cc1 (configuration not stated),-156
CCCOc1ccc(F)cc1-c1cc(C(=O)Nc2cc(OC)ccc2OC)[nH]n1,0
COc1ccc(OC)c2sc(NNC(=O)C3COc4ccccc4O3)nc12 (configuration not stated),12
CCN(CC(N)=O)S(=O)(=O)c1ccc(Br)cc1,-3
CC(=O)c1c(C)[nH]c(C(=O)N2CCN(S(=O)(=O)c3ccc(C)cc3C)CC2)c1C,2
O=C(Nc1ccc2c(c1)[C@@H]1C[C@@H](CC(=O)N3CCOCC3)O[C@H](CO)[C@@H]1O2)Nc1ccccc1F,-10[25 µM]
CCN(CC)S(=O)(=O)c1cc(Br)ccc1OC,13
CCOc1ccc(C(=O)CCC(=O)N2CCN(c3ncccn3)CC2)cc1,3
CN(C)C(=O)c1cccc(-c2ccc([C@H]3[C@H](CO)N4CCCCN(Cc5cccnc5)C[C@@H]34)cc2)c1,2[25 µM]
Cn1c(CCN2CCN(c3ccccc3)CC2)nc2cc(NC(=O)c3ccco3)ccc21,-12
COc1cc2oc(-c3ccc(O)cc3)cc(=O)c2c(OC)c1O,-18
CO[C@@H]1CN(C)C(=O)c2ccc(NC(=O)c3ccno3)cc2OC[C@H](C)N(S(C)(=O)=O)C[C@@H]1C,-3[25 µM]
COCCNC(=O)[C@@H]1[C@@H](CO)[C@@H]2Cn3c(ccc(C4=CCCCC4)c3=O)[C@H]1N2Cc1cocn1,-8[25 µM]
COC(=O)c1cc(S(=O)(=O)NCCN2CCOCC2)cn1C,11
Nc1nnc(SCCCC(=O)c2ccccc2)s1,-37
O=C(CSc1ncccn1)N1CCCc2ccccc21,-22
CC(C)(C)n1ncc2c(=O)n(CC(=O)N3CCCC3)cnc21,2
CC(=O)Nc1cccc2c1O[C@@H](CN(C)C(C)=O)[C@H](C)CN(C)C2=O,12
NC(=O)COC(=O)c1sc2cc(F)ccc2c1Cl,-7
Cc1ccc(C(=O)N2CCCC(c3nc4c(nnn4Cc4ccccc4)c(=O)[nH]3)C2)cc1 (configuration not stated),10
COc1cc(C(=S)N2CCOCC2)ccc1OC(=O)/C=C/c1ccco1,-5
O=C(Nc1ccccc1C1CC1)c1cccs1,-11
CCOC(=O)c1ccc(NC(=O)NCCc2ccccc2OC)cc1,6
O=C(COC(=O)C1CC2CCCC(C1)C2=O)Nc1ccc(F)c(Cl)c1 (configuration not stated),3
N#Cc1ccc(-c2ccc3c(c2)[C@H]2[C@H](CCN2C(=O)C2CCCCC2)[C@@H](CO)N3)cc1,0[25 µM]
O=C(CCc1nnc(Cc2ccc(-c3ccccc3)cc2)o1)NCC1CC1,-16
CCOc1ccc(NC(=O)CN(C)C(=O)CCCOc2ccc(Br)cc2)cc1OCC,2
CCOC(=O)COc1nc(C)cc(C(F)(F)F)c1C#N,8
Cc1ccc(N2CC(C(=O)OCc3ccccc3)CC2=O)cc1 (configuration not stated),5
O=c1cc(C(F)(F)F)[nH]c2ccc(C(F)(F)F)cc12,11
COc1cc(/C=C(\C(=O)O)c2ccc(S(=O)(=O)N3CCCC3)s2)ccc1OCCC(C)C,-2
CCCCNC(=O)CSc1nc2ccsc2c(=O)n1CCCC(=O)NCCc1ccc(S(N)(=O)=O)cc1,2
COc1cc([N+](=O)[O-])cc2sc(NC(C)=O)nc12,6
N#CCCN1CCN(S(=O)(=O)c2ccc(S(=O)(=O)N3CCCCCC3)cc2)CC1,2
NS(=O)(=O)c1ccc(CCNC(=O)COC(=O)/C=C/c2ccc(Cl)cc2)cc1,10
O=[N+]([O-])c1ccc2[nH]c(=S)[nH]c2c1,19
CC(C)(C)c1nc2ccccc2[nH]1,0
OC(CN1CCCCC1)CN1CCCCC1,16
CC(=O)NC(Cc1ccc(F)c(F)c1)C(=O)NC1CCN(C(=O)c2ccc(C)cc2)CC1 (configuration not stated),9
NC(=O)c1csc(CCNC(=O)c2ccccc2)n1,2
COCC(=O)N1C[C@H]2[C@@H](c3ccccc31)[C@@H](CO)N2C(=O)c1ccncc1,-7[25 µM]
CC(Sc1nccn1C)C(=O)Nc1ccc(C(N)=O)cc1 (configuration not stated),8
CCCC(=O)N1CCC(CCC(=O)NC2CC2)CC1,5
C[C@H](CO)N1C[C@H](C)[C@H](CN(C)Cc2cccc(C(F)(F)F)c2)OCc2ccccc2-c2ccccc2C1=O,15[25 µM]
CC#CCC(CC#CC)c1nc2ccccc2c(=O)n1N,0
COCCn1c(Sc2ccccc2)nc2c1c(=O)[nH]c(=O)n2C,8
CCOC(=O)c1oc2ccccc2c1CN1CCN(C(=O)c2ccccc2)CC1,9
CC(Oc1cc(F)ccc1[N+](=O)[O-])C(=O)N(C)CC(=O)Nc1ccccc1C(F)(F)F (configuration not stated),10
O=C(COc1ccc2ccc(=O)oc2c1)Nc1cc([N+](=O)[O-])ccc1F,-1

# Remaining list, next part:
SMILES,CD40 NFkB inh
COCCN1CCN(C(=O)c2ccc3nc(Cc4ccccc4F)oc3c2)CC1,-16
CC(C)(C)C(=O)COC(=O)c1cc(S(=O)(=O)N2CCCCC2)ccc1N1CCOCC1,-7
C[C@@H]1CC=CC[C@@H](c2ccccc2)NC(=O)[C@@H](C)N(C)C(=O)c2ccccc2O1 (mixture of isomers),10[25 µM]
O=C(Nc1ccc(C(F)(F)F)cc1)N1C[C@@H]2N[C@H](C1)C2c1ccc(-c2ccccc2)cc1 (some centres not stated),70*!

# Screens from PubChem BioAssay.
